TRPC6 inhibitor: mouse TRPC6 channel inhibitors, primary screen, cell-based, HEK293, membrane potential dye; AID 2553, 2010; ACh-evoked depolarization; hits give low values; Short transient receptor potential channel 6 (Mus musculus), Q61143; hit rate 1.1% among 310,000; B-score at 10 µM;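 active = B-score under library mean minus 3 SD, initial fluorescence not abnormally high, positive integrated signal ratio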;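 note: B-score derived from integrated fluorescence ratio over the kinetic read; more negative B-score means stronger inhibition of depolarization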
AI-2 QS modul: Vibrio harveyi AI-2 quorum sensing modulators, primary screen, JMH597 strain, luminescence/OD600 ratio; hit rate 0.4% among 300,000; Vibrio harveyi JMH597 AI-2 luminescence/OD600 ratio, 9 h; hits give low values; strain lacks LuxN and CqsS sensors; 0 = neutral-control median; activity change, % at 7.5 µM; in the data active = activity change below about -75%, passing the limit was not always enough;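 note: luminescence divided by OD600 gain over 9 h not by final OD600 alone; inactives centre near 13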
PolyA inhibitor: polyadenylation inhibitors in yeast reporter cells, primary screen, luminescence, S. cerevisiae | S. cerevisiae SKY197-pL101 polyadenylation reporter, beta-gal luminescence; efflux-impaired pdr1/pdr3 knockout yeast; score 100 = 6 SD above DMSO | calls only at 12 µM | hit rate 0.02% among 300,000;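 active = lowest replicate activity score at least 50, where 100 means six control SD above control mean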;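 note: yeast exposed to compound for 9 h at 30 °C; higher score means more reporter readthrough which indicates perturbed polyadenylation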
MrgX1 PAM: positive allosteric modulators of MrgX1, primary screen, HEK293 cells, Fluo-4 calcium flux. Mas-related G-protein coupled receptor member X1 (Homo sapiens), Q96LB2. FDSS; hits give high values. B-score at 10 µM. hit rate 0.63% among 310,000;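 active = plate-corrected calcium response at least 3 library SD above typical, normal starting fluorescence, not activating the receptor alone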;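 note: compound read alongside a low EC10 to EC30 dose of BAM8-22 agonist; peak minus trough fluorescence over baseline measured at the second addition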
TRPC4 potent: positive allosteric modulators of TRPC4, primary screen, cell-based, mouse TRPC4beta, HEK293 mu-opioid, Fluo-4 calcium | Short transient receptor potential channel 4 (Mus musculus), Q9QUQ5 | DAMGO EC20, Fluo-4 Ca2+ flux; hits give high values | B-score at 10 µM | hit rate 0.42% among 310,000 | AID 2227, 2009;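 active = B-score of calcium response area above 5 SD of library B-scores, with initial fluorescence ratio within 5 SD of library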;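 note: B-score of integrated fluorescence ratio over time as area under calcium response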
Target sequence (Q9QUQ5 whole entry, looked up): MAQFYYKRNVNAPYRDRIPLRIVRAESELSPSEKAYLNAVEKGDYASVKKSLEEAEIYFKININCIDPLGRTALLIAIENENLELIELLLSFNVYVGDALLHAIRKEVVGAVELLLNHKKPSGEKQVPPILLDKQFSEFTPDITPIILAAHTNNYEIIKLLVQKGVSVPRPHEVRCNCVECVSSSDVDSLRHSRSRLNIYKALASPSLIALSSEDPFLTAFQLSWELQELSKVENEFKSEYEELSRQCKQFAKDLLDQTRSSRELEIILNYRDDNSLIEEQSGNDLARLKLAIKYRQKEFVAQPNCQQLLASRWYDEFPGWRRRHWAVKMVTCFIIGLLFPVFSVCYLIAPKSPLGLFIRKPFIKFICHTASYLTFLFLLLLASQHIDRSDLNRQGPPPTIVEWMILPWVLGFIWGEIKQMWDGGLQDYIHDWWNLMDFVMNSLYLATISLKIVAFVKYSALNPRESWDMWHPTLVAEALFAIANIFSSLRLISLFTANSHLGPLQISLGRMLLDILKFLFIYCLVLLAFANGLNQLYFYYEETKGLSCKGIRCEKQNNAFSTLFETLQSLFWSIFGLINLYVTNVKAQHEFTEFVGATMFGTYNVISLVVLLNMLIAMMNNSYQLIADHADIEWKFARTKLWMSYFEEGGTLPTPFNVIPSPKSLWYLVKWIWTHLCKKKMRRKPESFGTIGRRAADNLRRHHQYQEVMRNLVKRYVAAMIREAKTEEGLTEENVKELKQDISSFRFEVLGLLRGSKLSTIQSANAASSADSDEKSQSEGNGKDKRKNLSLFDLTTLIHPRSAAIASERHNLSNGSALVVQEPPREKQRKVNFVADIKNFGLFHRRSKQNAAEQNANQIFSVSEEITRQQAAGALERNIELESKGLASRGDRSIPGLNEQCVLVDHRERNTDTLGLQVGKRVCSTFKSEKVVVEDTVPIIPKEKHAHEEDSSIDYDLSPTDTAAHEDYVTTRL
TRPC4 inh: inhibitors of mouse TRPC4 channel, primary screen, Fluo4 calcium, HEK293 TRPC4beta/mu-opioid cells. Short transient receptor potential channel 4 (Mus musculus), Q9QUQ5. DAMGO-evoked Fluo4 calcium flux; hits give low values. B-score at 10 µM. hit rate 0.39% among 300,000. AID 2247, 2010;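 active = B-score over 3 SD under the library average, no early fluorescence shift, positive overall ratio signal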
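Material: HEK293 cells with stable TRPC4beta plus mu-opioid receptor expression; probe or stimulus: DAMGO in two steps, submaximal then maximal; technique: Fluo4 calcium fluorescence by kinetic imaging, 5 s 1 Hz baseline; measure: integrated fluorescence ratio relative to baseline, converted to per-well B score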
TRPC4 act: activators of mouse TRPC4 channel, primary screen, Fluo4 calcium, HEK293 TRPC4beta/mu-opioid cells; Short transient receptor potential channel 4 (Mus musculus), Q9QUQ5; Fluo4 calcium fluorescence; hits give high values; B-score at 10 µM; hit rate 0.49% among 310,000; AID 2237, 2010;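 active = B-score above 5 SD of library B-scores, and initial fluorescence ratio not above library mean plus 5 SD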;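 note: positive B-score marks a calcium rise read as TRPC4 activation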
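Incubation: 45 min room-temperature Fluo4 loading, 110 s read / System: HEK293 cells stably co-expressing mouse TRPC4beta and mu-opioid receptor / Signal: Fluo4 fluorescence, kinetic / Control set: buffer (low) and maximal DAMGO (high) / Measure: integrated baseline-normalised fluorescence ratio, converted to per-well B score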
MrgX1 antag: antagonists of human MrgX1 receptor, primary screen, HEK293 cells, Fluo-4 calcium flux; BAM8-22 antagonism; hits give low values; B-score at 10 µM; hit rate 1.3% among 310,000; AID 588676, 2011;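 active = calcium-response B-score plate-corrected more than 3 library SD below zero, starting fluorescence within 5 deviations, no agonist response on first addition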;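 note: peak minus trough fluorescence over baseline after final BAM8-22 challenge near maximal dose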
TRPC6 activator: mouse TRPC6 channel activators, primary screen, cell-based, HEK293, membrane potential dye. Short transient receptor potential channel 6 (Mus musculus), Q61143. HEK293-TRPC6 membrane potential dye fluorescence; hits give high values. B-score at 10 µM. hit rate 0.13% among 310,000. AID 2550, 2010;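 active = B-score of the integrated fluorescence ratio above library mean plus 3 SD, and starting fluorescence ratio within library mean plus 5 SD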;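 note: higher score means more depolarization so channel activation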
MrgX1 ag: agonists of human MrgX1 receptor, primary screen, HEK293 cells, Fluo-4 calcium flux; Mas-related G-protein coupled receptor member X1 (Homo sapiens), Q96LB2; Fluo-4 calcium fluorescence, agonist mode; hits give high values; B-score at 10 µM; hit rate 0.44% among 310,000;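 active = calcium response B-score plate-corrected fluorescence ratio at least 3 library SD, with starting fluorescence B-score inside 5 SD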
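times = overnight plating, then 30 min 37 °C plus 30 min room-temperature dye loading | assay system = stable human MrgX1 HEK293 cell line | input = fifteen thousand cells per well | signal = kinetic calcium dye fluorescence, Fluo-4 NW | dosing = compound delivered in addition one of three | read-out = B-scored fluorescence response ratio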
HIF act: HIF pathway transcriptional activators, primary screen, cell-based, U2OS HRE-luciferase, luminescence | U2OS HRE-luciferase reporter; normalized: DMSO 0%, desferrioxamine 100% | activation, % at 7.5 µM (by protocol) | hit rate 0.32% among 300,000;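 active = mean activation of at least 10% of the iron chelator positive control signal, with at least half of replicates also reaching 10%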
The depositor's hits bear a star; i = inactive; · = not tested or not shown.

Below each SMILES: TRPC6 inhibitor	AI-2 QS modul	PolyA inhibitor	MrgX1 PAM	TRPC4 potent	TRPC4 inh	TRPC4 act	MrgX1 antag	TRPC6 activator	MrgX1 ag	HIF act
- O=C(O)c1c(NC(=O)N2CCCC2)sc2c1CCCC2
  i	6.6	i	i	i	i	i	i	i	i	0.0
- CCC(C)NCCOCCOc1ccc(F)cc1 (configuration not stated)
  i	-11.2	i	i	i	i	i	i	i	i	0.5
- c1ccn2c(SCc3cn4ccsc4n3)nnc2c1
  i	-3.7	i	i	i	i	i	i	i	i	1.5
- CCN(CC)C(=O)c1c2c(nc3ccccc13)-c1ccccc1CC2
  i	1.8	i	i	i	i	i	i	i	i	0.0
- NNC(=O)CCS(=O)(=O)c1ccc2ccccc2c1
  i	30.4	i	i	i	i	i	i	i	i	0.2
- CCC(=O)Nc1nonc1-c1nc2ccccc2n1CC(C)C
  i	26.8	i	i	i	i	i	i	i	i	-0.5
- COc1ccc(C(=O)Nc2ccc(C3(C#N)CCCC3)cc2)cc1OC
  i	4.8	i	i	i	i	i	i	i	i	3.5
- O=C(N/N=C/c1c(Cl)cccc1Cl)c1n[nH]c2c1CCCC2
  i	9.9	i	i	i	i	i	i	i	i	2.0
- CC(C)c1ccccc1NC(=O)COC(=O)c1ccc(Cl)c(S(=O)(=O)N2CCCCCC2)c1
  i	3.8	i	i	i	i	i	i	i	i	-0.2
- Cc1csc(SCc2nnc(-c3ccc(Cl)cc3)o2)n1
  i	20.0	i	i	i	i	i	i	i	i	2.3
- CCSc1nc2ccccc2n1CC(=O)N1CCOCC1
  i	14.8	i	i	i	i	i	i	i	i	-0.4
- COc1cccc(CN2C(=O)c3cccc(N)c3C2=O)c1
  i	11.7	i	i	i	i	i	i	i	i	-0.5
- NC(=O)c1ccsc1NC(=O)COC(=O)Cc1cccc2ccccc12
  i	4.2	i	i	i	i	i	-6.84*	i	i	0.4
- CCc1n[nH]c(=S)n1/N=C/c1ccc(N(CC)CC)cc1
  i	16.5	i	i	i	i	i	i	i	i	0.1
- O=C(CSc1nc2scc(-c3ccccc3)c2c(=O)[nH]1)N1CCOCC1
  i	33.9	i	i	i	i	i	-9.09*	i	i	0.1
- Cc1ccc(C)c(N2CCN(C(=O)CCS(=O)(=O)c3ccc4c(c3)NC(=O)C(C)S4)CC2)c1 (configuration not stated)
  i	13.9	i	i	i	i	i	i	i	i	-0.2
- Cc1ccc(OCCC(=O)Nc2ccccc2C(=O)N2CCCCC2)cc1
  i	22.6	i	i	i	i	i	i	i	i	1.7
- CCOC(=O)Cc1nnc(NC(=O)C2CCCCC2)s1
  i	13.1	i	i	i	i	i	i	i	i	0.1
- C=CCc1ccc(OCCOc2cccc(/C=N/n3cnnc3)c2)c(OC)c1
  i	18.2	i	i	i	i	i	i	i	i	-1.6
- Cc1cccc(C(=O)NCC(=O)OCC(=O)c2ccc(Cl)s2)c1
  i	22.1	i	i	i	i	i	i	i	i	-0.5
- NS(=O)(=O)c1cccc(NC(=O)Nc2ccccc2)c1
  i	·	i	i	i	i	i	i	i	i	0.5
- COc1ccc(Cc2n[nH]c(=S)o2)cc1
  i	16.1	i	i	i	i	i	i	i	i	0.3
- CCCOc1ccc(CCC(=O)N/N=C/c2ccc([N+](=O)[O-])o2)cc1
  i	-224.5*	i	i	i	i	i	i	i	i	-1.3
- N#CC1=C(N)Oc2n[nH]c(-c3ccc(F)cc3)c2C1c1cccnc1 (configuration not stated)
  i	-0.5	i	·	i	i	i	·	i	·	-3.6
- O=C1C2C3C=CC(C2C(=O)N1c1ccc(O)cc1)C1C2C(=O)N(c4ccc(O)cc4)C(=O)C2C31 (configuration not stated)
  i	9.4	i	i	i	i	i	i	i	i	-0.3
- O=C(N/N=C/c1ccncc1)c1ccccc1
  i	40.5	i	i	i	i	i	i	i	i	0.4
- CN(Cc1c(F)cccc1Cl)C(=O)c1ccc(COc2ccccc2)cc1
  i	31.1	i	i	i	i	i	i	i	i	1.1
- COc1ccnc(Oc2ccccc2)c1C(=O)N/C=N/OCc1ccccc1F
  i	13.7	i	i	i	i	i	-5.57*	i	i	-0.4
- COc1ccc(OC)c(S(=O)(=O)N2CCCC(C(=O)NCCN3CCOCC3)C2)c1 (configuration not stated)
  i	19.8	i	i	i	i	i	i	i	i	-0.2
- CCOC(=O)c1cc2sccc2n1CC(=O)N1CCN(C(=O)c2ccco2)CC1
  i	9.4	i	i	i	i	i	i	i	i	·
- COc1ccc(NC(=O)CN(c2ccc([N+](=O)[O-])cc2)S(=O)(=O)c2ccccc2)c(OC)c1
  i	-16.6	i	i	i	i	i	i	i	i	-0.5
- Cn1cc(CN2CCN(CCc3ccccc3)C(CCO)C2)cn1 (configuration not stated)
  i	23.8	i	i	i	i	i	i	i	i	0.1
- COc1ccc(-c2nnc(SC(C)C(=O)Nc3c(C)n(C)n(-c4ccccc4)c3=O)o2)cc1 (configuration not stated)
  i	6.3	i	i	i	i	i	i	i	i	-0.1
- COc1cc(NC(=O)Nc2cccc([N+](=O)[O-])c2)cc(OC)c1
  i	9.2	i	i	i	i	i	i	i	i	0.7
- CCOC(=O)C1=NNC(C(=O)c2ccc(OC)cc2)C1c1ccccc1 (configuration not stated)
  i	19.6	i	i	i	i	i	i	i	i	-0.2
- COc1cc(/C=N/NC(=O)c2ccc3c(c2)OCCO3)cc(Cl)c1O
  i	24.1	i	i	i	i	i	i	i	i	0.6
- CCc1cccc(NC(=O)c2cc(S(=O)(=O)N(C)C)ccc2N2CCCC2)c1
  i	44.3	i	i	i	i	i	i	i	i	-1.1
- COc1ccc(C2=NOC(C(=O)Nc3ccc4c(c3)OCO4)C2)cc1OC (configuration not stated)
  i	13.6	i	i	i	i	i	i	i	i	0.8
- CCC(=O)N(CCc1ccccc1)Cc1cc2cc3c(cc2[nH]c1=O)OCO3
  i	28.7	i	i	i	i	i	i	i	i	-0.2
- COc1cc(C(C)=O)ccc1OC(=O)C(C)N1C(=O)c2ccccc2C1=O (configuration not stated)
  i	6.9	i	i	i	i	i	i	i	i	-0.2
- CC(=Nc1ccc(Br)cc1)c1sc2ccccc2c1O
  i	10.6	i	i	i	i	i	i	i	i	3.0
- Cc1ccc(CSc2nnc(-c3ccco3)o2)cc1
  i	-81.6*	i	i	i	i	i	i	i	i	-1.1
- Fc1cccc(Cl)c1/C=C/c1cnc2ccccc2n1
  i	0.3	i	i	i	i	i	i	i	i	2.1
- CC(C)OC(=O)CSc1nnc(SCc2cccc3ccccc23)s1
  i	3.8	i	i	i	i	i	i	i	i	0.5
- CCOc1ccc2[nH]c(=O)c(CN(CC3CCCN3CC)C(=O)NCc3ccccc3)cc2c1 (configuration not stated)
  i	11.8	i	i	i	i	i	i	i	i	-0.1
- ClC(=C\c1ccccc1)/C=N/N1CCN(c2ccccn2)CC1
  i	15.4	i	i	i	i	i	i	i	i	3.4
- Cc1cccc(Nc2nnc(C)c(=O)n2N)c1
  i	-5.9	i	i	i	i	i	i	i	i	0.3
- CCOC(=O)NC(=O)CSc1nc2ccc(C)cc2[nH]1
  i	5.2	i	i	i	i	i	i	i	i	-0.2
- CCN1CCN(Cc2ccc(NC(=O)c3ccc(C)c(NC(=O)c4ccc5n[nH]nc5c4)c3)cc2C(F)(F)F)CC1
  i	0.5	i	i	i	i	i	i	i	i	0.6
- CCn1c2ccccc2c2cc(/C=N/NC(=O)c3cc(O)cc(O)c3)ccc21
  i	32.0	i	i	i	-6*	i	i	i	i	-0.4

(list continues)
Below each SMILES: TRPC6 inhibitor	AI-2 QS modul	PolyA inhibitor	MrgX1 PAM	TRPC4 potent	TRPC4 inh	TRPC4 act	MrgX1 antag	TRPC6 activator	MrgX1 ag	HIF act
- COc1ccccc1N(CC(=O)N1CCCCCC1)S(=O)(=O)c1ccc(C)cc1
  i	31.1	i	i	i	i	i	i	i	i	-0.6
- Cc1ccc(NC(=O)CCNC(=O)c2ccccc2Cl)cc1S(=O)(=O)N(C)C
  i	20.1	i	i	i	i	i	i	i	i	-0.1
- Cc1nc2cc(-c3ccccc3)nn2c(C)c1CCC(=O)NCc1ccco1
  i	36.6	i	i	i	i	i	i	i	i	-1.9
- Cc1nn(C)c(C(=O)Sc2cccc(Cl)c2)c1[N+](=O)[O-]
  i	15.5	i	i	i	i	i	i	i	i	-0.6
- O=C(CSc1nc2[nH]ncc2c(=O)n1-c1ccccc1Cl)N1CCCC1
  i	8.3	i	i	i	i	i	i	i	i	-0.1
- COc1ccc(C(=O)NC(=S)Nc2ccccc2F)cc1
  i	4.1	i	i	i	i	i	i	i	i	2.8
- Fc1ccc(C(c2nnnn2CCc2ccccc2)N2CCCc3ccccc32)cc1 (configuration not stated)
  i	23.7	i	i	i	i	i	i	i	i	-6.2
- Cc1cc(NC(=O)C(C)SCC(=O)OC(C)C(=O)Nc2cccc(C#N)c2)no1 (configuration not stated)
  i	25.1	i	i	i	i	i	i	i	i	1.7
- Cc1ccc(SCC2CNc3nc4ccccc4c(=O)n32)c(C)c1 (configuration not stated)
  i	5.0	i	i	i	i	i	i	i	i	0.8

Screening results as filed in PubChem.

A portion of the library; the hit share may differ from the screen's.
